Source: PubChem BioAssay
APP 5'UTR act: APP 5'UTR luciferase reporter activation; SH-SY5Y APP 5'UTR luciferase reporter, luminescence; zero percent = DMSO vehicle wells; activation, % at 2 µM; actives 1% (n = 190,000);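 active = activation above a set limit, based on mean plus 3 SD of controls, cut at about 140% in these data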; also: values of inactives mirror those of a sister screen read the other way
STAT3 act: activators of IL-6 induced STAT3 signaling; U3A cells, IL-6 STAT3-luciferase reporter, luminescence; 100% = signal with IL-6 EC80 alone; activation (% of control), % at 5.6 µM; actives 0.91% (n = 190,000);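 active = activation above the screen-wide mean of compound activation plus 3 SD, cut at about 130% in these data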;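 also: 0% = background luminescence of wells with medium and substrate only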
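Material: STAT3-luciferase reporter U3A cells. Controls: IL-6-treated wells, 100% activation. Read-out: % activation versus median of IL-6-stimulated wells. Probe or stimulus: IL-6 stimulus at 33 ng/mL final. Timing: compound 1 h, then IL-6 6 h at 37 °C. Signal: reporter luminescence signal.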
STAT1 act: increases IFN-gamma driven STAT1 reporter signal; actives 2.6% (n = 200,000); AID 932; NIH 3T3 STAT1-luciferase reporter, luminescence; 100% = IFN-gamma alone, no compound; activation (% of control), % at 5.5 µM;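 active = activation above the screen-wide mean activation plus 3 SD, cut at about 130% in these data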;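 also: raw ratio to IFN-gamma control signal so 100% means no change and 0% no light; values of inactives mirror those of a sister screen read the other way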
APP transl inh: APP translation inhibition | AID 1285 | SH-SY5Y APP 5'UTR-luciferase reporter, luminescence | actives 0.82% (n = 190,000) | inhibition, % at 2 µM;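 active = inhibition above a set limit, derived from the sample mean plus 3 SD, cut at about 45% in these data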; also: values of inactives mirror those of a sister screen read the other way
STAT1 blocker: STAT1 signaling inhibition | NIH 3T3 STAT1-luciferase reporter, IFN-gamma, luminescence | inhibition, % at 5.5 µM | actives 0.35% (n = 200,000) | AID 920;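 active = inhibition above a set limit, the mean inhibition across all tested compounds plus 3 SD, cut at about 34% in these data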;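 also: 0% = IFN-gamma with DMSO and 100% = IFN-gamma with 300 µM nifuroxazide; values of inactives mirror those of a sister screen read the other way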
FLuc inhib CS: Photinus pyralis luciferase inhibition counter-screen; inhibition, % at 10 µM; P08659; actives 1.5% (n = 200,000); ATPLite firefly luciferase biochemical luminescence, 10 min;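 active = inhibition above about 50% when tested at 10 µM, limit read from the data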
Target sequence (P08659 whole entry, looked up): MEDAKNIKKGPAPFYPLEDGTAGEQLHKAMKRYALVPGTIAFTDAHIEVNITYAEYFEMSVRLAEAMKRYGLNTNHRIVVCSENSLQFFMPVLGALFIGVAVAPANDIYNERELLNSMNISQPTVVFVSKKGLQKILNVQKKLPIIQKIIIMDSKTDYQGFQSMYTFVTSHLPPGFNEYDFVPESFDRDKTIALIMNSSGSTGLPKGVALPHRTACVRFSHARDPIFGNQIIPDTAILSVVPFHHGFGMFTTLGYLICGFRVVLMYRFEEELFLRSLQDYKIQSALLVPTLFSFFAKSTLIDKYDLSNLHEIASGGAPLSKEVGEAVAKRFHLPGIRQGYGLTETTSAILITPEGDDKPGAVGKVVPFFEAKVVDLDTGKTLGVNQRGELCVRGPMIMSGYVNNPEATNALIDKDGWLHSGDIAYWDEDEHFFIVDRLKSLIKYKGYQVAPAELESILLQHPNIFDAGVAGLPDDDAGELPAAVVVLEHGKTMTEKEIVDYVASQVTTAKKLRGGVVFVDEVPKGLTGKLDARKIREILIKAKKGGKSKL
NF-kB expr up: compounds increasing NF-kB expression in human neuronal cells; AID 1239; actives 1.6% (n = 190,000); NF-kB reporter expression; active compounds read high; fold change at 12.5 µM; in the data active = fold change above about 3.3
Hsp70 act: Hsp70 transcriptional activation, primary screen. HeLa Hsp70 promoter luciferase reporter, luminescence; scaled: vehicle 0, proteasome-inhibitor control 100%. actives 0.04% (n = 200,000). activation, % at 10 µM;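 active = activation above the mean across all tested compounds plus 3 SD, cutoff set per campaign, cut at about 5.5% in these data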;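 also: 100% = MG132 at 30 µM as the positive control and 0% = DMSO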
RAM inhibit: yeast RAM network inhibition; S. cerevisiae dse1pr::URA3 reporter, 5-FOA growth OD615, 2 d; analog-sensitive cbk1-as2 kinase mutant strain; inhibition, % at 50 µM; actives 1.8% (n = 190,000);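 active = inhibition above a set limit, 3 SD over mean compound inhibition, cut at about 8.4% in these data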;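 also: 0% = DMSO-only wells with no growth and 100% = 10 µM 1-NA-PP1 full growth; inhibition rescues growth on 5-FOA so higher OD means more RAM inhibition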
STAT3 inh: inhibitors of IL-6 induced STAT3 signaling; U3A cells, IL-6 STAT3-luciferase reporter, luminescence; host cell line lacks STAT1; inhibition, % at 5.5 µM; actives 0.89% (n = 190,000); AID 862;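 active = inhibition above the mean inhibition across all screened compounds plus 3 SD, cut at about 44% in these data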;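 also: 0% = DMSO only wells and 100% = 100 µM nifuroxazide control wells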
* hit, by the source's call; . = no result given. Not a hit list; any-hit rate near 7.7%.

SMILES	APP 5'UTR act	STAT3 act	STAT1 act	APP transl inh	STAT1 blocker	FLuc inhib CS	NF-kB expr up	Hsp70 act	RAM inhibit	STAT3 inh
CC(C)N1CCC(N2CCN(Cc3cc(F)ccc3-n3cccn3)CC2CCO)CC1 (stereo not drawn)	17	99	102	-17	-4	-7	0.95	-0.2	1.4	3
CN(Cc1ccccc1)S(=O)(=O)c1ccc(OCC(=O)N2CCOCC2)cc1	-10	110	103	10	-3	-2	0.9	0.0	-0.4	-6
Cn1c(CNc2nc3ccccc3n2CCN2CCCCC2)nc2ccccc21	11	101	93	-11	8	-5	0.9	-0.2	0.6	6
CN1CCN(C2=C(Cl)C(=O)N(c3ccc(Cl)cc3)C2=O)CC1	6	97	98	-6	1	-2	0.93	-0.2	-0.5	9
COc1ccc(C2CC2/C(=N/O)c2ccccc2)cc1 (stereo not drawn)	14	81	109	-14	-9	9	2	-0.1	1.6	23
O=C(COc1ccccc1)Nc1ccccc1N1CCN(c2ccccc2)CC1	-1	97	103	1	-3	-10	1.1	0.0	1.2	10
Cc1ccc(CNC(=O)C2CCCN(S(=O)(=O)c3c(C)noc3C)C2)cc1 (stereo not drawn)	5	101	101	-5	-2	-4	1.1	0.0	4.2	1
CCC(=O)N(Cc1ccco1)c1nc(-c2ccc(OC)cc2)cs1	.	102	102	22	-6	-6	1.2	-0.2	10.0*	0
O=C(NCCc1csc(-c2ccccc2)n1)c1ccc(Br)o1	-8	93	96	8	4	-7	0.72	-0.1	0.9	17
CCOC(=O)N1CCC2(CC1)C(C#N)=C(N)Oc1n[nH]c(C)c12	11	101	95	-11	5	-4	1.6	-0.5	0.8	4
O=c1c2[nH]c3ccc(F)cc3c2nc2n1CCCS2	37	93	92	-37	8	13	1.3	0.3	3.1	11
COCCNC(=O)c1cc2sccc2n1C	31	96	103	-31	-4	-1	0.9	-0.3	1.6	9
CCOC(=O)Cc1cc(=O)n2[nH]cc(-c3ccc(Cl)cc3)c2n1	-14	101	100	14	-3	-4	1.1	-0.3	0.5	2
CCOc1ccc(NC(=O)CN(C)S(=O)(=O)c2cnc[nH]2)cc1	-4	93	104	4	-6	4	1.1	-0.2	0.4	12
Cc1ccc(Cn2nc(C)c(NC(=O)c3noc4c3CCCCC4)c2C)cc1	4	99	104	-4	-6	-1	0.96	-0.4	0.7	5
O=C(CSc1nc(C2CC2)nc2sc3c(c12)CCCC3)NCc1ccco1	-4	99	101	4	0	0	1.7	-0.1	1.0	7
CCN(CC)S(=O)(=O)c1cccc(N=NC2=C(O)CCCC2=O)c1	6	112	104	-6	-4	-10	0.79	-0.3	0.8	-14
O=C(CNS(=O)(=O)c1ccccc1)NNC(=O)C(Cl)Cl	15	98	107	-14	-8	-6	1.3	-0.3	-0.3	7
CC(C)(C)n1nc2c(c1NC(=O)c1ccccc1F)CS(=O)C2 (stereo not drawn)	4	93	101	-4	-1	-2	1.1	-0.3	0.2	13
O=C(O)CCCNC(=O)/C=C/c1ccco1	10	98	117	-10	-20	-4	1	0.7	1.0	14
CC(C)(C)c1ccc(C(=O)Nc2cnccn2)cc1	173*	71	116	-173	-17	86*	6.4*	0.0	1.4	37
CC(C)N1CCN(Cc2nc(-c3ccccc3)cs2)CC1CCO (stereo not drawn)	7	93	113	-7	-16	-7	1.3	0.1	0.4	13
O=C(C1CCN(CC2CC=CCC2)CC1)N(CCc1ccccc1)Cc1ccccc1 (stereo not drawn)	-11	103	97	12	3	-5	0.89	-0.3	0.0	-2
O=C(N/N=C/c1ccc(Br)o1)c1cccnc1	6	97	97	-6	3	0	1.2	-0.1	-0.8	3
Cc1nn(C(=O)c2cccs2)c(C)c1CN1C(=O)c2ccccc2C1=O	8	103	96	-8	5	-4	0.92	-0.1	0.8	-5
OC(CN1CCc2ccccc2C1)c1ccccc1 (stereo not drawn)	4	105	99	-4	1	-5	1.2	-0.1	0.4	-5
Cc1ccccc1-c1nc2cc(Cl)ccc2o1	40	127	126	-40	-28	43	2.5	-0.2	4.1	-26
Cc1ccc(C2=NN(C(=O)CCCC(=O)O)C(c3ccco3)C2)cc1 (stereo not drawn)	23	100	107	-23	-9	-4	1.2	0.0	0.7	4
CC(=O)Nc1ccc(N2C(=O)C3C4CC(=O)C(c5ccccc54)C3C2=O)cc1 (stereo not drawn)	-2	95	93	2	8	-5	0.93	-0.3	2.6	12
O=[N+]([O-])c1cc(C(F)(F)F)ccc1N/N=C/c1cc2ccccc2nc1Cl	4	103	96	-4	4	0	1.1	-0.3	2.1	1
COC(=O)c1ccc(CSc2nnc(NC(=O)c3cc4c(s3)CCCC4)s2)cc1	8	102	100	-8	0	-4	0.98	-0.2	1.7	-2
CC1CCN(CCNC(=O)CN(C)S(=O)(=O)c2cccc3nsnc23)CC1	-4	105	103	4	-3	0	1.3	0.1	-0.2	-1
CCOc1ccc(C2CC(c3ccccc3C)n3ncnc3N2)cc1 (stereo not drawn)	-23	92	93	23	8	-7	1	-0.1	-0.3	18
CC(C)C1=C2CCCCC2NC(=O)N1 (stereo not drawn)	0	99	101	0	-1	-6	1	-0.3	2.0	5
CCc1ccc(C(=O)N/N=C/c2cccc3ccccc23)nc1	13	107	128	-13	-32	35	1.9	0.0	2.7	-10
CC1CC(C)CN(CCOCCSc2ccccc2)C1 (stereo not drawn)	2	102	101	-2	-2	-5	1.2	-0.5	-0.2	-7
Cn1cnnc1SCc1ccc(C(=O)N/N=C(\CCC(=O)O)c2ccc(C(C)(C)C)cc2)cc1	7	107	97	-7	3	3	1.2	-0.1	-0.3	-11
COc1cc(CNC2CCCC2)cc(OC)c1	7	106	99	-7	2	0	1.1	0.2	2.0	-4
O=C(COC(=O)Cc1ccc(F)cc1)Nc1cc(S(=O)(=O)N2CCOCC2)ccc1N1CCCC1	0	105	97	0	3	1	0.98	-0.2	1.9	-7
COCCn1c(C23CC4CC(CC(C4)C2)C3)n[nH]c1=S	0	106	102	0	-3	8	0.95	-0.1	0.9	-4
Cc1ccc(CNc2ncc(-c3ccccc3)n2C)o1	25	102	110	-25	-12	-1	1	0.0	0.1	5
O=C(CSCC(=O)NC1CC1)Nc1ccc2ccccc2c1	3	91	93	-3	1	-7	1.5	-0.4	-1.2	15
O=[N+]([O-])c1cccc(/C=N/Nc2nc(N3CCCCC3)nc(N3CCCCC3)n2)c1	32	91	97	-32	2	-5	0.49	0.2	-1.2	12
CCOC(=O)N1CCC(N2C(=O)c3cc(C(=O)NC4CCCCC4)ccc3C2O)CC1 (stereo not drawn)	.	96	103	.	-4	-8	1.1	-0.3	1.9	14
Cc1ccc(-n2cc(CNCCn3nc(C)cc3C)c(-c3ccc(F)cc3)n2)cc1	16	103	95	-16	4	2	1.1	-0.2	-0.6	-1
COC(=O)c1c(CCl)noc1C(=O)NCC1CCCO1 (stereo not drawn)	4	101	95	-4	5	-8	1.5	-0.3	0.7	6
Cc1ccc(N2CC(O)=C(c3ccccc3)C2=N)cc1	-17	112	111	17	-10	13	1.4	-0.5	1.5	-9
Cc1[nH]nc2c1-c1nc3ccccc3nc1C(C)(C)C2	-2	90	103	2	-4	1	0.65	0.1	-0.9	18
CC(Sc1nc2ccccc2n1C)C(=O)Nc1ccc(N2CCOCC2)cc1 (stereo not drawn)	6	95	88	-6	11	20	1.8	0.0	0.4	15
C=CCNC(=O)CCCCCNS(=O)(=O)c1ccc(OC)cc1	11	97	101	-11	-1	-8	1.2	-0.5	1.7	8

(continued)
SMILES	APP 5'UTR act	STAT3 act	STAT1 act	APP transl inh	STAT1 blocker	FLuc inhib CS	NF-kB expr up	Hsp70 act	RAM inhibit	STAT3 inh
NC(=O)C(c1ccccc1)C1CCCC1 (stereo not drawn)	-3	100	100	3	0	-2	0.9	-0.2	1.7	3
COc1ccc(N2C(=O)CC(Sc3nc4c(cc3C#N)CCC4)C2=O)cc1 (stereo not drawn)	1	77	100	-1	-2	-6	1.2	-0.1	6.8	32
COc1ccccc1CNC(=O)c1ccccc1OCc1ccc(F)cc1	3	99	96	-3	4	-3	0.8	-0.1	5.7	4
Cc1cc(NC(=O)c2cnc3ccccn3c2=O)no1	11	99	122	-11	-24	.	.	-0.1	.	2
CCN1C(=O)c2cccc3c(S(=O)(=O)NCc4ccco4)ccc1c23	-10	92	95	10	5	-4	1.4	1.0	0.7	13
O=C(O)C1CCC(=O)N1C1CCCC1 (stereo not drawn)	12	98	100	-12	-1	-6	1.1	-0.3	1.3	9
CC(C)C(C)NC(=O)CSc1nc2scc(-c3ccco3)c2c(=O)n1-c1ccccc1 (stereo not drawn)	-17	102	100	18	0	-4	0.74	0.0	3.5	2
CCOc1ccc(C(=O)c2ccccc2C(=O)O)cc1OCC	-8	101	104	8	-7	-6	1	-0.4	1.0	3
COc1ccccc1N1CCN(C(=O)c2nn(-c3ccccc3OC)c(=O)c3ccccc23)CC1	3	97	93	-3	9	-4	0.73	0.4	1.4	10
Oc1ccc(NC(=S)Nc2ccccc2)cc1	-2	100	101	2	-1	0	1.2	0.0	0.9	3
S=C(NCc1ccco1)N1CCN(C/C=C/c2ccccc2)CC1	30	100	101	-30	-3	-6	0.99	-0.7	2.1	6
S=c1nc(-c2ccccc2Cl)n(Cc2cccnc2)c2c1CCCC2	16	98	90	-16	11	-10	1.1	-0.4	0.3	6
COC(=O)CCCC(=O)NC(C)c1cnn(-c2ccccc2C)c1C (stereo not drawn)	18	100	94	-18	4	-5	1.7	0.1	0.6	3
CCOc1ccc(-n2ccnc2SCC(=O)N2CCCc3ccccc32)cc1	10	98	103	-10	-3	-1	0.76	-0.4	-0.1	-3
CCN1CCN(C(=O)c2c(-c3c(F)cccc3Cl)noc2C)CC1	3	104	103	-3	-4	-2	0.95	-0.5	1.4	-8
COCCNS(=O)(=O)c1ccc(-c2ccc(Cl)cc2)cc1	5	97	101	-5	-1	-3	.	-0.4	1.6	9
Cc1cccn2cc(CCNS(=O)(=O)c3ccc([N+](=O)[O-])cc3)nc12	1	100	98	-1	2	-8	1.1	-0.3	0.4	0
Cc1cccc(C(=O)NNC2=C(C(=O)C(F)(F)F)CCC2)c1O	-8	115	106	8	-9	-3	0.92	0.3	-1.7	-16
Brc1c(CSc2nc3ccccc3o2)nc2ncccn12	37	102	134*	-37	-37	10	2.5	0.4	0.9	2
Cc1nc2c(n1C1CCCCC1)C(=O)c1ccccc1C2=O	5	170*	102	-5	-2	-1	1.8	-0.4	2.2	-70

Compounds above with a CF3 group:
SMILES	APP 5'UTR act	STAT3 act	STAT1 act	APP transl inh	STAT1 blocker	FLuc inhib CS	NF-kB expr up	Hsp70 act	RAM inhibit	STAT3 inh
O=[N+]([O-])c1cc(C(F)(F)F)ccc1N/N=C/c1cc2ccccc2nc1Cl	4	103	96	-4	4	0	1.1	-0.3	2.1	1
Cc1cccc(C(=O)NNC2=C(C(=O)C(F)(F)F)CCC2)c1O	-8	115	106	8	-9	-3	0.92	0.3	-1.7	-16
